HCV inh: HCV inhibition; Huh7.5.1 HCVcc-Cre infection, luciferase reporter, 44 h; Potency, µM (series often up to 41.8 µM), for the others: top-dose activity change, negative = inhibition, usual class: inhibitors; 340,000 tested, 3.4% active; note: potency is the fitted concentration of half-maximal effect
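Cells seeded at 1,000/well and cultured 4 h, then compounds added followed by HCVcc-Cre virus (~0.5 moi). After 44 h further culture, luciferase substrate was added, plates held 15 min at room temperature, and luminescence read for 15 sec.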
HCMV antiviral: inhibitors of human cytomegalovirus. HFF cells, HCMV-luciferase reporter, 72 h; active compounds read low. activity change, negative = inhibition, % at 57.5 µM. 410,000 tested, 4.5% active. AID 1259415; in the data active = activity change below about -60%; inconclusive = no clear call, values can overlap the other calls; inactive = above about -39%
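After 16 h attachment at 37C, HFF cells received test compound and HCMV-luciferase (1 PFU/cell); reporter luminescence read 72 h later, data normalized against buffer-only and known inhibitor Salinomycin.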
AMA1 RON2 block: disrupts binding of P. falciparum AMA1 to RON2; AlphaScreen AMA1-biotinylated RON2 peptide binding; Potency, µM (highest dose often 58.2 µM), for inactives: at the top dose activity change, negative = inhibition, most hits filed as inhibitors; 360,000 tested, 0.2% active; AID 720542;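 note: potency is the fitted concentration of half-maximal effect; 0% = vehicle wells and -100% = peptide control; nearly all actives have a fitted effect of over 45% in size; some results filed as inactive show a strong effect at the top dose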
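AMA1 (3D7) with his tag at 25 nM final met compounds first, then biotinylated RON2 peptide at 25 nM; detection used donor plus acceptor beads, 10 µg/mL apiece, read by AlphaScreen after 30 min at room temperature.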
AmpC inh detg: AmpC beta-lactamase inhibition with detergent present; Potency, µM (top dose mostly 114 µM), inactives show at the highest dose activity change, negative = inhibition, actives largely listed as inhibitors; P00811; 370,000 tested, 0.041% active; AmpC hydrolysis of nitrocefin, absorbance 480 nm, 0.01% Triton;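 note: potency is the fitted concentration of half-maximal effect; 0% = no-compound wells and -100% = no-enzyme wells; nearly all actives have a fitted effect of over 25% in size; some results filed as inactive show a strong effect at the top dose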
Target sequence (P00811 whole entry, looked up): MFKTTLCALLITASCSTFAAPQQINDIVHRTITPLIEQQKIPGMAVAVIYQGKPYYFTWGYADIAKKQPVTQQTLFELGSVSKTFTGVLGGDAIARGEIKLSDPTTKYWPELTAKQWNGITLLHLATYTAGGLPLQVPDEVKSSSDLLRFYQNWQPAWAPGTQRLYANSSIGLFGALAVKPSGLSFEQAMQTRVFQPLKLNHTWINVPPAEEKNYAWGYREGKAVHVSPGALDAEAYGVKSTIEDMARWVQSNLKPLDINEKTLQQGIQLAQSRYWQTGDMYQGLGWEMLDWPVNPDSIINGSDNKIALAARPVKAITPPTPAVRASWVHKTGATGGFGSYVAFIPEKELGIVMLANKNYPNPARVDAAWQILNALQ
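20 mM phosphate pH 7.0 + 0.01% (detergent screen) or 0.0001% Triton X-100; 5.3 nM AmpC reagent; cpd preinc 15 min RT; nitrocefin (800 uM stock) to start; A480 q20 s × 4 min; Activity was normalised to no-enzyme and no-compound control wells.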
LmPK inhibitor: blocks Leishmania mexicana pyruvate kinase activity. Q27686. purified LmPK, Kinase-Glo ATP luminescence, 1 h. Potency, µM (highest dose often 57.5 µM), inactives show at the highest dose activity change, negative = inhibition, most hits filed as inhibitors. 290,000 tested, 0.37% active. AID 1721; note: potency is the fitted concentration of half-maximal effect
Target sequence (Q27686 whole entry, looked up): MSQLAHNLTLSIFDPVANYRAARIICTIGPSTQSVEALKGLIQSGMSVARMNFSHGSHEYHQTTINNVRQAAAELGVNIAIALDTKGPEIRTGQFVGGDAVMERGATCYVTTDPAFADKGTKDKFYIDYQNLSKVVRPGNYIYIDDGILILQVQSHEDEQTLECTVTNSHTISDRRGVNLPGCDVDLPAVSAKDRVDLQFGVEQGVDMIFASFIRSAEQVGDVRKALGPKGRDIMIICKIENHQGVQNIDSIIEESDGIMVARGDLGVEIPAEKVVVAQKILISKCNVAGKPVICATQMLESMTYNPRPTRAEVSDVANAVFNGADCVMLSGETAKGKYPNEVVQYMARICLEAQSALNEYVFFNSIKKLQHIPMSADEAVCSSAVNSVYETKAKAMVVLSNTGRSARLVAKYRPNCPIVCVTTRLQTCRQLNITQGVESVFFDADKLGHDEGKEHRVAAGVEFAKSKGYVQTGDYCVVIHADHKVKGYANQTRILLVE
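ATP generated from ADP (0.1 mM) and PEP (0.5 mM) by 0.1 nM LmPK over 1 h at room temperature (pH 7.2 imidazole buffer) was detected by coupled luciferase luminescence. Values were normalized to uninhibited and no-enzyme wells.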
AmpC inh no detg: blocks E. coli AmpC beta-lactamase in detergent-free assay | P00811 | AmpC nitrocefin hydrolysis, absorbance 480 nm, 0.0001% Triton | Potency, µM (titrated, usually from 57.1 µM), for inactives: at the top dose activity change, negative = inhibition, most hits filed as inhibitors | 330,000 tested, 0.52% active | AID 485341;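 note: potency is the fitted concentration of half-maximal effect; plate controls were no compound for no effect and no enzyme for full effect; nearly all actives have a fitted effect of over 20% in size; some results filed as inactive show a strong effect at the top dose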
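20 mM phosphate pH 7.0 + 0.01% (detergent screen) or 0.0001% Triton X-100; 5.3 nM AmpC reagent; cpd preinc 15 min RT; nitrocefin (800 uM stock) to start; A480 q20 s × 4 min; Activity was normalised to no-enzyme and no-compound control wells.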
Tb PYK inh: T. brucei pyruvate kinase inhibition. Q57TT1. TbPYK enzyme, Kinase-Glo Plus ATP luminescence, 45 min. Potency, µM (doses to about 76.8 µM), for inactives: at the top dose activity, negative = inhibition, hits mostly inhibitors. 410,000 tested, 0.12% active; note: potency is the fitted concentration of half-maximal effect; nearly all actives have a fitted effect of over 50% in size
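ADP (130 uM final) triggers the TbPYK reaction after compound addition; incubation is 45 min at room temperature. Kinase-Glo Plus is then added and luminescence imaged. Normalized data are fitted to concentration-effect curves.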
* hit, by the source's call; ? = inconclusive; . = not tested or not shown; & = joins results of further samples; [ ] = dose if it differs, or a comment. Unless noted, calls come from the whole dose curve; as a rule, active = well fitted curve in the direction sought with a large enough effect; inconclusive = small, poorly fitted or top-dose-only effect, or another doubt; inactive = no such curve, though single readings can be large; an effect the other way counts as inactive or inconclusive. Unless noted, % is set by controls: 0 for no effect and ±100 for the full control effect. Compounds as they come; overall some 7.5% were active at least once.

Structure	HCV inh	HCMV antiviral	AMA1 RON2 block	AmpC inh detg	LmPK inhibitor	AmpC inh no detg	Tb PYK inh
Cc1cc(=O)oc2cc(NC(=O)CCC(=O)O)ccc12	-3%	-4	-2%	-2%	-1%	-9%	-2%
CC1(C(O)(C#CCN2CCCCC2)c2ccccc2)CCCC1 (stereo not drawn)	-29%	2	-22%	0%	-1%	71%[activator]	-3%
CCCCC(CC)CNC(=O)c1ccc(Cn2c(=O)[nH]c3cc(OC)c(OC)cc3c2=O)cc1 (stereo not drawn)	.	-3	.	7%	.	.	2%
C#CCOCCOCCOCCNc1nc(N2CCN(C(=O)[C@H]([C@@H](C)CC)n3cc([C@@H](N)Cc4ccc(O)cc4)nn3)CC2)nc(N2CCN(C(=O)[C@H](Cc3cc4ccccc4[nH]3)n3cc([C@@H](N)CC(C)C)nn3)CC2)n1	-7%	.	-9%	?	.	268%[activator]	-6%
Cc1cc2oc(C(=O)Nc3ccc(S(=O)(=O)Nc4onc(C)c4C)cc3)cc(=O)c2cc1Cl	2%	0	5%	-2%	5%	-50%	3%
CC(Sc1nnc(N)s1)C(=O)Nc1nccs1 (stereo not drawn)	6%	-3	48%[activator]	-5%	-3%	23%	-4%
COc1ccc(-n2nnnc2SCC(=O)Nc2ccc3c(c2)OCCO3)c(OC)c1	?	?	-3%	-13%	-2%	-35%	4%
CCCCC1=NN(C(=O)c2ccncc2)C(O)(C(F)(F)F)C1 (stereo not drawn)	-25%	-31	80%[activator]	-11%	2%	-5%	-2%
Cc1cccc(OCCn2nc(C(=O)O)c3ccccc3c2=O)c1	-15%	6	9%	2%	1%	-12%	1%
O=C(COC(=O)c1cccs1)Nc1nnc(-c2ccccc2)o1	?	-24	14%	1%	.	-31%	0%
C=CCn1c(=S)[nH]c2cc(C(=O)Nc3ccc(OC)c(OC)c3)ccc2c1=O	?	-11	34%[activator]	5%	4%	-2%	-5%
CCOc1ccccc1C(=O)NCC(=O)Nc1ncccc1C	13%	-16	1%	-14%	.	-16%	5%
OC(Cc1ccncc1)c1ccccc1Cl (stereo not drawn)	11%	-17	-7%	.	.	.	-1%
COc1cc(/C=N/NC(=O)c2cc(O)cc(O)c2)ccc1OC(=O)c1ccccc1	17%	-13	?	?	17%	-52%	-19%
CS(=O)(=O)c1ccc(C2=C(CNC(=O)c3ccncc3)[C@H]3CC[C@@H](C2)N3CCOc2ccccc2)cc1	.	-1	-6%	.	.	.	0%
Cc1ccc(-c2nnc(SCC(=O)NC3CCCC3)n2C)cc1	6%	?	-10%	?	3%	-15%	3%
CCC1CCC(N2CCN(c3ccc([N+](=O)[O-])cc3)CC2)CC1 (stereo not drawn)	?	-2	-10%	-15%	-1%	-12%	-4%
CCC(=O)Nc1nc2ccc(NC(=O)c3cc(OC)c(OC)c(OC)c3)cc2s1	?	52	-19%	0%	-1%	-31%	-1%
CN(C)CCCn1cnc2c(c1=N)C(c1ccccc1)c1ccc3ccccc3c1O2 (stereo not drawn)	8.9µM*	-98*	0%	-3%	1%	201%[activator]	2%
CCNC(=O)C1(C)CCN1Cc1cc(-c2ccccc2)n(C)n1 (stereo not drawn)	.	-9	17%	.	.	.	1%
CCC(C)n1cnc2c(c1=O)c1nc3ccccc3nc1n2-c1ccc2c(c1)OCCO2 (stereo not drawn)	17%	-33	-9%	-12%	0%	-22%	2%
O=C(Nc1cccc2ccccc12)/C(Cl)=C/c1ccccc1	-14%	47	0%	9%	5%	-30%	-1%
CC(OC(=O)Cn1c(C(F)(F)F)nc2ccccc21)C(N)=O (stereo not drawn)	11%	-2	-11%	2%	-2%	-5%	-4%
Cc1ccc(OCc2nnc(NC(=O)OCC(C)C)s2)c(C)c1	12%	.	.	2%	3%	-20%	.
Cn1c(=O)sc2cc(NS(=O)(=O)c3ccc(C(C)(C)C)cc3)ccc21	.	-2	.	24%	.	.	0%
CCCCN1C(=O)C(=O)N(CC(=O)c2ccc3c(c2)OCO3)C1=O	15%	-6	-3%	0%	.	-12%	0%
O=C(Nc1ccc2c(c1)OCO2)C1CCCN1C(=O)Nc1ccccc1F (stereo not drawn)	-6%&13%	-7	1%	-2%	2%	-14%	1%
Cc1cc(C)cc(NC(=O)Nc2cccc(S(N)(=O)=O)c2)c1	5%	27	-10%	-7%	6%	-9%	5%
Cc1ccc(S(=O)(=O)N2CCN(C(=O)N(C)C)CC2)cc1	8%	-26	25%	1%	-13%	-11%	-3%
CCCCN(C1CCS(=O)(=O)C1)S(=O)(=O)c1ccc(OC)cc1 (stereo not drawn)	7%	-13	3%	-8%	.	-4%	6%

The list goes on:
Structure	HCV inh	HCMV antiviral	AMA1 RON2 block	AmpC inh detg	LmPK inhibitor	AmpC inh no detg	Tb PYK inh
NC(=S)Cc1nc2n(n1)Cc1ccccc1-2	-7%	29	61%[activator]	?	-2%	-6%	-4%
O=C(CSc1ccc(Cl)cc1)N1CCC(c2nc3ccccc3s2)CC1	?	?	1%	-4%	7%	60%[activator]	2%
CCOC(=O)N1CCN(C(=O)c2ccc(S(=O)(=O)Nc3cccc(C(F)(F)F)c3)cc2)CC1	?	.	2%	-4%	.	61%[activator]	-14%
CCN1C(=O)/C(=C\C=C2/C=CC=CN2CC)SC1=S	12%	47	1%	-12%	?	-16%	?
O=C(CSc1nnc(CNC(=O)c2cccs2)o1)Nc1cccc(F)c1	23%	27	0%	0%	-3%	-22%	2%
COc1ccc(OCCSc2nnc3c(Cl)cc(Cl)cn23)cc1	10%	-40	10%	-14%	2%	-10%	0%
N#CC1(Nc2cccc(Br)c2)C(=O)Nc2ccccc21 (stereo not drawn)	?	9	-3%	-6%	2%	-42%	-6%
O=C(Nc1ccc(Br)cc1)c1ccc(CSC2=NCCS2)cc1	?	-27	130%[activator]	1%	5%	-34%	-3%
CCCNC(=O)C1(C)CCCN(C(=O)Cc2ccc(OC)c(OC)c2)C1 (stereo not drawn)	.	10	7%	.	.	.	-5%
Cc1cc(Cl)cc2sc(NC(=O)c3ccco3)nc12	-11%	.	-1%	?	0%	-25%	4%
COc1ccccc1N1CCN(Cc2ccc(-c3ccccc3[N+](=O)[O-])o2)CC1	?	55	-8%	?	-4%	-1%	-2%
CC(=O)NCCc1ccc(C(=O)COC(=O)c2ccco2)cc1	23%	-20	-13%	.	.	0%	9%
COc1cc(N=c2oc3c(C)ncc(CO)c3cc2C(N)=O)cc(OC)c1OC	19%	28	-13%	8%	9%	-2%	5%
Cc1ccc(-n2c(SCC(=O)N3c4ccccc4Sc4ccccc43)nnc2-c2ccncc2)cc1	8%	1	0%	10%	3%	-21%	-7%
N#CC(=Cc1ccnc2ccccc12)c1ccccc1	.	-11	-4%	.	.	.	4%
Cc1ccn2c(Nc3c(C)cccc3C)c(-c3ccsc3)nc2c1	.	1	.	19%	.	.	-2%
COc1cc2c(cc1OC)[C@@H]1O[C@](c3ccsc3)(C2)Oc2cc(C)n(-c3ccccc3)c(=O)c21	.	.	.	-5%[22.9 µM]	-5%[11.5 µM]	-28%[11.4 µM]	.
O=C(COc1ccc(Cl)cc1Br)Nc1ccccc1N1CCCC1	?	-15	?	0%	.	-20%	-1%
COC(=O)C1=C(C(=O)OC)[C@@H]2Nc3ccccc3[C@@]23C[C@@H](C(=O)OC)N(C(=O)c2ccco2)C3=N1	51%[activator]	3	2%	.	-4%[11.5 µM]	.	3%
O=C(COc1ccc(Cl)cc1)NCc1nnc(SCC(=O)c2ccccc2)o1	?	1	8%	3%	-1%	-1%	-10%
CCCCN1CC(c2nc3ccccc3n2CCCCOc2cc(C)cc(C)c2)CC1=O (stereo not drawn)	.	7	.	-2%	.	.	-5%
Cc1cc(C)nc(SCc2ccc(C(=O)N/N=C/c3ccncc3)cc2)n1	-11%	19	15%	2%	9%[11.5 µM]	42%	-4%
COc1ccccc1C(=O)NCC(c1cccs1)N1CCc2ccccc21 (stereo not drawn)	?	-27	?	-7%	.	-25%	-6%
O=C(CN1CCN(C(=O)CNC(=O)c2ccc(N3CCCC3=O)cc2)CC1)Nc1ccccc1Cl	0%	-27	27%	-2%	.	4%	4%
O=C(NC1CC(=O)N(c2ccc(F)cc2)C1)c1ccc(S(=O)(=O)N2CCCCC2)cc1 (stereo not drawn)	.	?	.	2%	.	.	3%
COc1ccccc1Cc1c(C2CCCCC2)nc2ccc(Cl)cn12	.	11	-30%	.	.	.	-4%
c1ccc(CNCCCNCCCCNCCCNCc2ccccc2)cc1	?	-97*	-12%	.	.	.	-4%
O=C(Nc1ccon1)c1ccc(S(=O)(=O)N2CCOCC2)cc1	19%	-26	-1%	6%	-7%	-21%	-1%
COc1ccc(S(=O)(=O)N(C)CC(=O)NC2CC2)cc1OC	3%	-9	-6%	?	4%	-15%	-2%
Cc1ccccc1-n1c(=O)c2ccccc2n(CC(=O)NCc2ccco2)c1=O	?	-9	-5%	2%	4%	-17%	5%

Ordered by length of the SMILES (low to high): some entries from above.
Structure	HCV inh	HCMV antiviral	AMA1 RON2 block	AmpC inh detg	LmPK inhibitor	AmpC inh no detg	Tb PYK inh
O=C(COc1ccc(Cl)cc1Br)Nc1ccccc1N1CCCC1	?	-15	?	0%	.	-20%	-1%
Cc1ccn2c(Nc3c(C)cccc3C)c(-c3ccsc3)nc2c1	.	1	.	19%	.	.	-2%
COC(=O)C1=C(C(=O)OC)[C@@H]2Nc3ccccc3[C@@]23C[C@@H](C(=O)OC)N(C(=O)c2ccco2)C3=N1	51%[activator]	3	2%	.	-4%[11.5 µM]	.	3%

Additional entries follow.
Structure	HCV inh	HCMV antiviral	AMA1 RON2 block	AmpC inh detg	LmPK inhibitor	AmpC inh no detg	Tb PYK inh
O=C(CN1C(=O)NC2(CCCC2)C1=O)OCc1c(F)cccc1Cl	7%	1	-10%	?	.	-19%	1%
O=C1N=C(N2CCCCC2)S/C1=C\c1ccncc1	27%	?	15%	-1%	-6%	0%	-1%
CCO[C@@H]1OC(C(=O)NC2CC2)=C[C@H](c2ccc(C(F)(F)F)cc2)[C@H]1CCCO	12%	-3	12%	7%	5%	104%[activator]	0%
CCOC(=O)c1cc2ccc(OC)c(OC)c2c(=O)s1	-7%	-21	-3%	-5%	2%	-36%	0%
CCCCC[C@H]1CCCCC[C@@H](O)C[C@@H](O)[C@@H](O)/C=C/C(=O)O1	.	-13	7%	.	.	.	-2%
COc1ccc(OC)c(NC(=O)CN(C)S(=O)(=O)c2ccc(C(=O)N3CCOCC3)s2)c1	.	-5	.	?	.	.	1%
COCCN1CCn2c(nc3cc(NS(C)(=O)=O)ccc32)C1	11%	7	10%	2%	2%	-14%	5%
O=C(O)c1ccc2nc(-c3ccco3)c(-c3ccco3)nc2c1	-10%	-5	-17%	2%	-24%	-21%	?

Source: PubChem
